human PMI inhibition: inhibitors of human PMI, primary screen, biochemical, fluorescence intensity, coupled assay (AID 1209); purified PMI enzyme, coupled fluorescence intensity; higher % means a stronger effect; Mannose-6-phosphate isomerase (Homo sapiens); 190,000 tested, 0.42% active; inhibition, % at 20 µM; hits with a dose series show IC50 in µM;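 further: plate controls were DMSO vehicle for no effect and wells lacking substrate for full effect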
SV40 large T antigen: SV40 large T antigen inhibitors, biochemical (AID 1903); inhibition, % at 20 µM; hits with a dose series show IC50 in µM; 310,000 tested, 0.39% active; SV40 large T antigen ATPase/helicase inhibition assay; higher % means a stronger effect; in the data active means a potency from the dose series; further: strong numbers were not always called active
West Nile antiviral: West Nile virus antiviral activity, cell-based, CPE readout (AID 1621) | CPE inhibition, % at 10 µM, or IC50 in µM where a hit was titrated | 290,000 tested, 0.02% active | West Nile virus-infected cells, CPE inhibition; higher % means a stronger effect; in the data active means a potency from the dose series; further: strong numbers were not always called active
PhoP inhibition: inhibitors of PhoP regulon expression, primary screen, Salmonella Typhimurium, GFP reporter (AID 1863); S. Typhimurium PhoP-regulated promoter GFP reporter, 4 h; higher % means a stronger effect; inhibition, % at 50 µM; hits with a dose series show IC50 in µM; 300,000 tested, 0.16% active;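 active means inhibition over 29.93%, a cutoff 3 SD above the screen mean, later confirmed by dose response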;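 further: 0% = low Mg2+ inducing control and 100% = high Mg2+ repressing control; strong numbers were not always called active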
Ins promoter up: insulin promoter activators in MIN6 cells, imaging, high-content screening, mouse beta cells. MIN6 insulin promoter-GFP reporter; hits give high values. z-score at 5 µM. 190,000 tested, 0.3% active;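 active means z-score above 3 at 5 µM with at least 500 cells counted in the well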
RSV CPE inhibition: RSV antiviral activity via CPE protection, HEp-2 cells, primary 10 µM value included (AID 2391) | HEp-2 cells, RSV-induced CPE inhibition; higher % means a stronger effect | CPE inhibition, % at 10 µM; hits with a dose series show IC50 in µM | 310,000 tested, 0.13% active; in the data active means a potency from the dose series; further: strong numbers were not always called active
ER stress rescue: rescue of cells from ER stress-induced death, primary screen, 384-well, CSM14.1, thapsigargin, ATP luminescence (AID 1222). CSM14.1 thapsigargin-induced death rescue, ATP luminescence; higher % means a stronger effect. cellular ATP content (survival), % at 20 µM; hits with a dose series show EC50 in µM. 190,000 tested, under 10 active;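 active means EC50 below 50 µM in the dose-response confirmation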;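 further: death triggered by thapsigargin at about 15 µM added after 2 h compound pretreatment; cell ATP read after overnight thapsigargin exposure of roughly 18 to 22 hours; normalized against plate controls of thapsigargin alone and 5% DMSO vehicle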
TNAP activators: human TNAP enzyme activators, primary screen, biochemical, luminescent, no phosphate acceptor, uHTS (AID 1001); Alkaline phosphatase, tissue-nonspecific isozyme (Homo sapiens); purified TNAP, luminescent activation assay, no phosphate acceptor; higher activation fold means a stronger effect; activation fold at 20 µM; hits with a dose series show EC50 in µM; 200,000 tested, 0.03% active; in the data active means activation fold from about 3, or a potency from the dose series; inactive means the rest, 99 in 100 with activation fold below about 1.6; further: many of its hits are not listed in these tables
PMI inhibition: human PMI inhibitors, high substrate, primary screen, biochemical, fluorescence intensity, high mannose 6-phosphate (AID 1220). Mannose-6-phosphate isomerase (Homo sapiens). recombinant PMI enzyme, coupled fluorescence intensity; higher % means a stronger effect. inhibition, % at 20 µM; hits with a dose series show IC50 in µM. 190,000 tested, 0.66% active
Ins promoter up cell count: further read-out of Ins promoter up, marked with its call; cell count; measured here: cytotoxicity, nuclei count;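 total cells summed across four imaged fields per well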
Active calls of the source: *; . = no result given. Unless noted, no stated cut-off is given here; in the data, active means inhibition above about 50%; inactive means the rest.

SMILES | human PMI inhibition | SV40 large T antigen | West Nile antiviral | PhoP inhibition | Ins promoter up | Ins promoter up cell count | RSV CPE inhibition | ER stress rescue | TNAP activators | PMI inhibition
Cc1ccc(S(=O)(=O)n2cc(-c3ccccc3)c(N)n2)cc1 | 21.7% | 5.7% | -0.2% | -1.9% | 0.34 | 895 | 1.7% | -1.4% | 1.1 | 17.4%
CCN1CCN(C(=S)Nc2ccc(Cl)cc2Cl)CC1 | 12.6% | 11.8% | -0.2% | -1.4% | 1.54 | 900 | 0.5% | 0.6% | 1.2 | 8.8%
CCOc1ccccc1NC(=O)c1nc(S(=O)(=O)Cc2cccc(C)c2)ncc1Cl | . | 8.7% | -0.7% | -1.5% | . | . | -2.5% | . | . | .
O=C(COc1ccccc1)Nc1nc2c(s1)CCCC2 | . | 7.1% | -1.0% | 2.8% | . | . | 14.0% | . | . | .
O=C(CCNC(=O)c1ccc(Br)o1)NCc1ccc(Cl)cc1 | 7.3% | 1.2% | 0.9% | 16.7% | 0.84 | 1459 | 0.8% | -1.0% | 1.1 | 1.4%
CCN(CC)CCn1c(NCc2cccc(OC)c2)nc2ccccc21 | 4.3% | 17.5% | -1.7% | 5.2% | -0.64 | 851 | 0.3% | -1.3% | 1.1 | -6.8%
CC12CCC(=O)N1C(C(=O)Nc1ccc(F)cc1)CS2 (centres undefined) | . | 5.5% | 0.0% | 8.9% | . | . | 1.8% | . | . | .
CC(C)[N+]1=C2C=CC=CC=C2SC12C([N+](=O)[O-])=CC(=[N+]([O-])[O-])C=C2[N+](=O)[O-] (centres undefined) | . | 16.3% | 0.1% | -3.2% | 0.36 | 1089 | 1.7% | . | . | .
Cc1nc(NC2=NCN(CCc3ccccc3)CN2)nc2ccccc12 | 7.7% | . | . | . | 0.56 | 1269 | . | -1.9% | 1 | 6.0%
CCN1CSC(=S)N(Cc2ccc(OC)cc2)C1 | . | 28.2% | 1.3% | -2.6% | 0.12 | 1160 | 1.3% | . | . | .
COC(=O)c1c(C(=O)OC)c2n(c1C)Cc1ccccc1C2 | -7.5% | 3.4% | 0.3% | -2.9% | 0.05 | 1295 | 12.5% | 0.5% | 1 | -2.6%
C/C(=N/NC(=O)CNC(=O)c1ccncc1)c1ccco1 | . | 14.9% | 0.4% | -6.3% | -0.02 | 1128 | 1.5% | . | . | .
CN1/C(=C/C(=O)c2nc(S(C)(=O)=O)ncc2Cl)C(C)(C)c2ccccc21 | -2.2% | 23.9% | 0.7% | 2.4% | -0.38 | 1425 | -4.1% | -1.5% | 1 | -2.4%
CCc1cccc(C)c1NC(=O)CN1C(=O)c2ccccc2S1(=O)=O | 1.9% | -1.1% | -0.3% | -1.6% | 2.19 | 907 | 0.7% | -2.1% | 1.2 | -0.1%
O=C(CCc1ccccc1)Nc1ccc(S(=O)(=O)N2CCOCC2)cc1 | . | 8.2% | 0.5% | -5.6% | . | . | 3.0% | . | . | .
CCOC(=O)c1nnsc1Nc1ccc(C)c(C)c1 | -34.9% | 11.2% | 0.0% | -0.4% | . | . | 12.5% | -1.3% | 1.1 | -25.1%
CN(CC(=O)Nc1ccccc1Cl)C1CCCCC1 | . | 5.3% | -0.8% | 0.0% | . | . | -0.3% | . | . | .
O=[N+]([O-])c1ccc(F)cc1OCc1nc(-c2cccs2)no1 | -5.5% | 12.0% | -0.4% | -3.1% | -0.34 | 1255 | . | -1.3% | 1.1 | -3.9%
CCOC(=O)C1=C(C)OC(N)=C(C#N)C1c1cc(SCC)oc1C (centres undefined) | -25.8% | 0.3% | 0.8% | 0.1% | . | . | 0.4% | 2.8% | 1.1 | -69.2%
COC(=O)CSc1nc2[nH]ncc2c(=O)[nH]1 | -1.1% | 3.5% | 0.1% | -2.4% | 0.51 | 1545 | 0.0% | -1.4% | 1 | -3.1%

The closing 5 records of the part before open the next one:
SMILES | human PMI inhibition | SV40 large T antigen | West Nile antiviral | PhoP inhibition | Ins promoter up | Ins promoter up cell count | RSV CPE inhibition | ER stress rescue | TNAP activators | PMI inhibition
CCOC(=O)c1nnsc1Nc1ccc(C)c(C)c1 | -34.9% | 11.2% | 0.0% | -0.4% | . | . | 12.5% | -1.3% | 1.1 | -25.1%
CN(CC(=O)Nc1ccccc1Cl)C1CCCCC1 | . | 5.3% | -0.8% | 0.0% | . | . | -0.3% | . | . | .
O=[N+]([O-])c1ccc(F)cc1OCc1nc(-c2cccs2)no1 | -5.5% | 12.0% | -0.4% | -3.1% | -0.34 | 1255 | . | -1.3% | 1.1 | -3.9%
CCOC(=O)C1=C(C)OC(N)=C(C#N)C1c1cc(SCC)oc1C (centres undefined) | -25.8% | 0.3% | 0.8% | 0.1% | . | . | 0.4% | 2.8% | 1.1 | -69.2%
COC(=O)CSc1nc2[nH]ncc2c(=O)[nH]1 | -1.1% | 3.5% | 0.1% | -2.4% | 0.51 | 1545 | 0.0% | -1.4% | 1 | -3.1%
COc1ccc(CNCc2ccncc2)cc1OC | . | 2.1% | -0.5% | 5.8% | . | . | 1.2% | . | . | .
S=C1NC2=C(CCCC2)C2(CCCCC2)N1 | -10.1% | 4.9% | -0.2% | 3.3% | -0.32 | 1093 | 0.4% | 0.1% | 1 | -1.2%
CCOc1cc(C)ccc1OCc1nnc(SCC(=O)Nc2cccc(C(=O)O)c2)n1-c1ccccc1 | . | 13.6% | 0.0% | 0.9% | . | . | 1.0% | . | . | .
CCOC(=O)C1CCCC(NS(=O)(=O)c2ccc(NC(C)=O)cc2)C1 (centres undefined) | 11.5% | -6.5% | 0.8% | -6.0% | -0.02 | 903 | 0.1% | -1.0% | 1.1 | 4.0%
COc1ccc2[nH]c(=O)c(CN(CCO)S(=O)(=O)c3ccc4c(c3)OCCO4)cc2c1 | 13.8% | -3.5% | . | 16.1% | -0.02 | 1247 | 0.4% | . | 1.1 | 9.3%
COc1ccc2c(=O)c(-c3ccccc3C)c(C)oc2c1 | 1.2% | 21.2% | 0.5% | 2.4% | -0.5 | 1122 | 1.5% | -0.8% | 1.1 | 3.8%
COc1ccc([N+](=O)[O-])cc1NC(=O)COC(=O)C=C(C)C | -0.3% | -2.2% | 0.3% | 0.9% | 0.6 | 1567 | -0.9% | 1.2% | 1.1 | -2.0%
Cc1nn(-c2ccccc2)c(C)c1NC(=O)COc1ccc(Br)cc1Cl | 17.2% | 14.1% | -1.0% | -1.8% | 0.22 | 1587 | 1.9% | 1.8% | 1.1 | 14.7%
Cc1cccc(C)c1NC(=S)N(CCc1ccncc1)C(C)C | 1.5% | 6.0% | -0.2% | 0.9% | -0.35 | 1115 | 1.1% | -5.7% | 1.1 | -0.7%
Cc1ccc(N2C(=O)c3ccccc3C2Nc2ccc(S(=O)(=O)N3CCCCC3)cc2)nc1 (centres undefined) | 6.6% | 7.5% | -0.2% | -10.6% | -0.72 | 920 | 5.9% | 0.9% | 1 | -1.2%
Cn1c(CCN2CCN(c3ccc(F)cc3)CC2)nc2cc(NC(=O)c3ccco3)ccc21 | 10.8% | 2.7% | -0.5% | 1.5% | -1.13 | 1166 | 1.4% | -0.9% | 1.1 | 12.7%
CCN(CC)CCC(=O)c1ccc(F)cc1 | 36.5% | . | -0.1% | . | 0.26 | 1675 | 3.5% | -5.5% | 1 | 36.0%
CC(C)OC(=O)CSc1nnc(-c2ccc(C(C)(C)C)cc2)n1N | 6.8% | 3.4% | 0.7% | -2.8% | 0.68 | 1607 | 1.9% | -2.0% | 1 | -0.4%
Cc1ccc(-c2c(C)sc3ncn(CC(=O)N4CCOCC4)c(=O)c23)cc1C | . | 13.9% | -0.2% | 0.6% | -0.59 | 1106 | -0.1% | . | . | .
CC1CC(=O)N(CC(=O)Nc2ccc(F)cc2)c2ccccc2S1(=O)=O (centres undefined) | . | 20.3% | -0.2% | -9.4% | . | . | 1.9% | . | . | .
Cc1c(Br)cc(C(=O)NCc2ccco2)c(C)c1C | 11.6% | 24.9% | 1.9% | -7.1% | 0.39 | 873 | 0.8% | -2.0% | 1.1 | -3.4%
C=CCNC(=S)/C(=C(/[O-])c1ccc([N+](=O)[O-])cc1)[n+]1ccccc1 | -0.4% | 7.9% | -0.1% | -0.7% | 0.59 | 1112 | 1.6% | -0.7% | 1.1 | 9.0%
CCc1ccc(OCC(O)CN2CCC(CN3C(=O)c4cccc5cccc(c45)C3=O)CC2)cc1 (centres undefined) | -5.3% | -1.5% | -1.1% | 17.3% | -0.36 | 1025 | 8.0% | -5.6% | 1 | -11.7%
O=C(NCCCN1CCOCC1)c1cc2c(s1)CCCC2 | 10.2% | 2.5% | 0.3% | 1.9% | 1.03 | 1394 | -2.1% | 3.9% | 1.1 | -0.6%
CCC(=O)OCc1c(C(F)(F)F)nn(C)c1Sc1ccc(F)cc1 | 17.7% | 3.3% | -0.5% | 9.8% | -0.08 | 1521 | 1.3% | 5.6% | 1 | 16.8%
CCOc1ccc(-c2cc(C(=O)NCCCN3CCCC3)c3ccccc3n2)cc1 | . | 0.0% | 11.7% | 10.2% | . | . | -1.0% | . | . | .
c1ccc(N2CCN(c3ncnc4scc(-c5cccs5)c34)CC2)cc1 | 15.9% | 6.0% | -1.4% | 7.7% | 0.2 | 1746 | 12.1% | -3.1% | 1.1 | 12.4%
O=C(COc1ccc(F)cc1)Nc1nc2c(s1)CCCC2 | . | 15.5% | -1.6% | -1.0% | . | . | 18.8% | . | . | .
COc1ccc(-c2c(C#N)c(SCc3c(C)noc3C)nc3c2C(=O)CC(C)(C)C3)cc1 | 9.4% | 7.9% | . | -2.7% | -0.53 | 1748 | 0.3% | 2.2% | 1 | 8.7%
Cc1ccc(C(=O)Oc2ccc(C(=S)N3CCOCC3)cc2)cc1 | . | 5.9% | -0.3% | -7.6% | . | . | 1.1% | . | . | .
Cc1nc(SCC(=O)NCc2cccs2)nc(C)c1C | -10.2% | 11.2% | -0.1% | 2.9% | -0.25 | 1573 | -1.4% | 0.5% | 1.1 | -6.5%
COC(=O)/C(=C\Nc1cccc(Cl)c1C)c1ncc(C(F)(F)F)cc1Cl | 3.3% | 9.3% | 0.6% | 2.7% | . | . | 2.2% | -4.9% | 1.1 | -1.7%
N/C(=N\OC(=O)CCCN1C(=O)c2ccccc2C1=O)c1ccccn1 | -1.4% | 5.2% | 1.4% | 3.6% | 0.08 | 1673 | -1.3% | -0.9% | 1.1 | 2.1%
O=C(Nc1nc2ccccc2s1)C1=NN(c2ccccc2)C(=O)CC1 | 8.8% | 4.2% | -0.6% | -2.0% | -0.04 | 1271 | 13.6% | 0.4% | 1.1 | 7.0%
O=C(NC1=NCCS1)c1cc(-c2ccc(-c3ccccc3)cc2)nc2ccccc12 | 13.1% | 2.6% | 0.6% | -16.4% | 0.09 | 1305 | 21.7µM* | -4.5% | 1.1 | 3.2%
CCOC(=O)N1CCN(C(=O)CCc2cc(OC)c(OC)c(OC)c2)CC1 | . | 10.7% | -0.8% | -0.4% | . | . | 1.6% | . | . | .
Cc1cc(C)cc(Nc2ccc(C(=O)O)cc2N)c1 | 13.1% | 23.9% | 0.4% | -7.6% | 1.39 | 1178 | 1.1% | -0.5% | 1 | 17.7%

Bioassay records deposited in PubChem by several laboratories.
